Screening data deposited in PubChem by several laboratories.
MT1-MMP act inh: inhibitors of human MT1-MMP activation | GFP/RFP ratio change, % at 20 µM | HT1080 RFP-PRO-GFP cells, GFP/RFP ratio fluorescence, overnight; percent of plate control window, DMSO zero | P50281 | actives 0.061% (n = 360,000);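 active means GFP/RFP ratio change of at least 30% with cell ATP level not reduced by more than half and red fluorescence within 50% of control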; further: strong numbers were not always called active
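Assay system – RFP-PRO-GFP reporter HT1080 cells · Compound dosing – single dose of 20 µM compound, 1% DMSO final · Incubation – overnight compound exposure at 37 °C · Measure – GFP/RFP fluorescence ratio · Benchmarks – DMSO wells and RFP-L50D-GFP cells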
MsrA inhibitor: inhibits bovine methionine sulfoxide reductase A | purified bovine MsrA, absorbance read-out | actives 0.75% (n = 360,000) | inhibition, % at 15.5 µM; in the data active means inhibition above about 4.5%;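 further: 0% = vehicle wells with enzyme and 100% = reference inhibitor wells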
CSN deneddyl inh: CSN deneddylation inhibition | Purified CSN, SCF-Nedd8-OG deneddylation, fluorescence polarization | inhibition, % at 12.5 µM | actives 0.38% (n = 360,000) | AID 651999;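 active means pattern-corrected inhibition above about 35%, with an unprinted fluorescence ratio check between 0.5 and 1.5, limit read from the data, passing the limit was not always enough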;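 further: 0% = enzyme with substrate and 100% = substrate without enzyme; some results filed as inactive read as strong as hits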
Target sequence (Q92905 whole entry, looked up, one chain of several): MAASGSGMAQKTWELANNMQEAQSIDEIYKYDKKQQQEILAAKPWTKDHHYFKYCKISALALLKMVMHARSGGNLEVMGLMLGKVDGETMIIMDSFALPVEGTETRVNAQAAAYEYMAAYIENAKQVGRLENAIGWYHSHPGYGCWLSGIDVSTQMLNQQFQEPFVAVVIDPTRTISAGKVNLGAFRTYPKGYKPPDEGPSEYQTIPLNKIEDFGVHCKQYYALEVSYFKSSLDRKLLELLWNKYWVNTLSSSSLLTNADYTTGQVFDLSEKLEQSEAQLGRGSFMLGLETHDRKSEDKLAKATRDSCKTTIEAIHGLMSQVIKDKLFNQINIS
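Assay system: purified human Csn5 enzyme expressed in HEK293T cells; measure: % inhibition; also added: SCFSkp2-Nedd8OG substrate at 10 nM final; technique: fluorescence polarization; times: reaction 90 min, room temperature; medium: Tris buffer pH 7.5, NaCl, DTT, Tween-20, trehalose, ovalbumin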
FAS-TE inh: blocks the thioesterase domain of human fatty acid synthase; P49327; recombinant FAS-TE, OMFH fluorogenic substrate, fluorescence endpoint; inhibition, % at 15 µM; actives 0.67% (n = 360,000); AID 602261;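 active means compounds whose normalised, plate-corrected inhibition of enzyme fluorescence in the single-dose primary screen is 50% or more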;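 further: 0% = DMSO with enzyme and 100% = substrate without enzyme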
Rin1 Abl inh: blocks binding of human Rin1 to Abl. P00519+Q13671. TR-FRET Rin1/Abl binding, biochemical. inhibition, % at 7.35 µM. actives 0.4% (n = 360,000). AID 588664; in the data active means inhibition above about 5%, passing the limit was not always enough
E coli Lon inh: inhibits E. coli Lon protease | P0A9M0 | purified E. coli Lon protease, fluorescence polarization | inhibition, % at 7.94 µM | actives 0.42% (n = 360,000) | AID 602123; in the data active means inhibition above about 13%, passing the limit was not always enough;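 further: 0% = enzyme with probe and DMSO and 100% = no enzyme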
Target sequence (P0A9M0 whole entry, looked up): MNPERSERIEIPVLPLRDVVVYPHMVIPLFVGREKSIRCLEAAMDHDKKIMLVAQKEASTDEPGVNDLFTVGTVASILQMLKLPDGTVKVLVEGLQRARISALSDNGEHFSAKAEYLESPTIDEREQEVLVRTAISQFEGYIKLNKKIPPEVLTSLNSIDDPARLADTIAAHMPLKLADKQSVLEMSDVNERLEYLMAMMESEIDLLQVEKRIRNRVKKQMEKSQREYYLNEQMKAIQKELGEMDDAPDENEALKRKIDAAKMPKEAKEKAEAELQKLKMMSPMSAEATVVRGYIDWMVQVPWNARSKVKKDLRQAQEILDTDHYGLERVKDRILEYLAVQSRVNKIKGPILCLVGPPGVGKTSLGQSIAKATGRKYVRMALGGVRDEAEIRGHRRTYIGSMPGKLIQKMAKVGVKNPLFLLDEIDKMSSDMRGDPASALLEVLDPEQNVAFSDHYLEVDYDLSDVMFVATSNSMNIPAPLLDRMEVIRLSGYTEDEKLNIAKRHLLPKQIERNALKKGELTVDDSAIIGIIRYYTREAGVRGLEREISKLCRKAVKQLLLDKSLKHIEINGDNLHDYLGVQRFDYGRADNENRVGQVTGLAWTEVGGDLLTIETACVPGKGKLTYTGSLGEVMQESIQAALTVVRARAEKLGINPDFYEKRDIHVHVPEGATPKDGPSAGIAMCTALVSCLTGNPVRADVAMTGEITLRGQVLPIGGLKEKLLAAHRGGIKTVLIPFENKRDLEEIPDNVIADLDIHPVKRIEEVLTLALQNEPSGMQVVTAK
Rpn11 block: inhibitors of human proteasome Rpn11. human 26S proteasome, Ub4-pepOG fluorescence polarization; 20S core pre-blocked with epoxomicin. calls only at 20 µM. actives 0.59% (n = 360,000). AID 588493;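 active means inhibition at 20 µM, scaled to each plate's controls, above about 33%, limit read from the data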
bovine MsrA act: activators of bovine methionine sulfoxide reductase A; activation, % at 10.6 µM; purified bovine MsrA, absorbance read-out; actives 0.3% (n = 360,000); in the data active means activation above about 7.5%;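 further: 0% = vehicle and 100% = reference activator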
MLLE-PAM2 inh: inhibitors of microRNA-mediated deadenylation, human PABP1 MLLE binding | GST-MLLE / FITC-PAM2 fluorescence polarization | inhibition, % at 20 µM | actives 0.36% (n = 360,000); in the data active means inhibition above about 35%, passing the limit was not always enough;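 further: plate controls were DMSO wells with GST-MLLE for no effect and wells lacking GST-MLLE protein for full effect; some results filed as inactive read as strong as hits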
Numbers without * were called inactive; i = inactive; nt = no result given.

SMILES	MT1-MMP act inh	MsrA inhibitor	CSN deneddyl inh	FAS-TE inh	Rin1 Abl inh	E coli Lon inh	Rpn11 block	bovine MsrA act	MLLE-PAM2 inh
CC(=O)c1c(C)[nH]c(C(=O)COc2ccc3ccc(=O)oc3c2)c1C	5.4	3.9	0.8	6.3	-7.7	1.7	i	-10.9	3.5
O=C(CSc1nnc2scc(-c3ccccc3)n12)c1ccc2c(c1)OCCO2	2.8	-0.3	2.1	6.0	-1.2	-1.6	i	-0.9	16.3
c1ccc(SSc2ccccc2)cc1	-5.3	0.2	0.4	4.4	-0.9	-1.5	i	-0.3	31.2
Cc1ccc(CCNC(=O)C2CCCN(S(=O)(=O)c3c(C)noc3/C=C/N(C)C)C2)cc1 (stereo not given)	-13.5	1.1	-4.3	4.9	0.1	-48.5	i	-1.9	6.8
COc1ccc(CCNc2ccc(N3C(=O)CC(C)C3=O)cc2[N+](=O)[O-])cc1 (stereo not given)	4.7	0.8	3.0	8.2	-3.2	-4.1	i	-6.0	5.8
CCOc1ccccc1-c1nc(CN2CCN(C(=O)c3ccco3)CC2)c(C)o1	-1.4	0.4	-0.2	-3.8	-1.6	-0.9	i	-3.0	-4.1
Cc1ccc(S(=O)(=O)Nc2c(O)ccc3ccccc23)cc1	2.3	nt	12.2	5.3	-0.2	3.2	i	-4.4	-6.7
Cc1ccc(C(C(=O)NC2CCCC2)N(Cc2ccc3c(c2)OCO3)C(=O)c2snc(C(N)=O)c2N)cc1 (stereo not given)	-5.5	0.0	-5.0	2.0	-1.6	1.9	i	-0.1	-11.0
COc1ccc(NC(=O)CCNS(=O)(=O)c2cc(Br)cnc2N)c(OC)c1	0.9	0.0	1.5	2.8	-1.4	-3.9	i	-3.2	-3.0
C[C@H](CO)N1C[C@H](C)[C@@H](CN(C)S(=O)(=O)c2ccccc2)Oc2ccc(NS(=O)(=O)c3cccs3)cc2C1=O	3.5	1.1	3.0	-4.0	3.4	-0.8	i	3.0	6.5
Cc1cc(C)n2nc(C(=O)N/N=C/c3ccccc3C)nc2n1	-1.9	0.9	1.4	-2.8	2.5	4.7	i	-3.0	-4.6
COCCNC(=O)CN1CCC(NC(=O)c2ccco2)CC1	3.8	-1.1	-0.2	-10.4	-2.6	-3.5	i	-4.7	1.0
CCOC(=O)C1CCC/C1=N\NC(=O)CN(c1cc(OC)ccc1OC)S(=O)(=O)c1ccccc1 (stereo not given)	-3.8	-0.1	-3.1	5.1	-0.8	-4.6	i	3.5	2.5
O=C1Nc2ccccc2C1=Nc1ccc(Cl)cc1	7.7	-0.7	-4.1	0.0	-5.6	5.0	i	-1.6	-2.8
O=C(CSc1nnc(-c2cccnc2)n1Cc1ccco1)c1ccccc1	2.2	0.1	0.1	-9.0	-2.5	-4.7	i	-1.5	-22.4
Cc1ccc(C(=O)Nc2ccc(F)cc2F)o1	0.3	-0.7	-1.5	-6.6	2.5	2.3	i	-3.6	-2.2
CCOC(=O)Cc1csc(NC(=O)c2ccc3ncsc3c2)n1	1.6	1.1	1.5	-1.3	1.1	-10.2	i	-4.0	-7.6
COc1ccc(C(C(=O)NC(C)(C)C)N(C(=O)CCC(=O)Nc2cc(C)on2)c2cc(C)cc(C)c2)cc1 (stereo not given)	-0.4	3.0	5.3	1.4	0.1	9.6	i	-0.3	5.4
O=C(NCCCN1CCOCC1)C(C(=O)c1ccccc1)n1ccccc1=O (stereo not given)	2.7	-0.3	2.7	-8.1	0.3	8.7	i	2.9	8.5
Cn1nc(-c2ccc(Cl)cc2)c2cc(C(=O)N3CCN(c4ccccc4)CC3)sc21	-8.4	0.0	-5.3	23.0	0.0	-10.3	i	-0.9	-99.6
COc1cccc(C(=O)NCCS(=O)(=O)NCc2ccc3c(c2)OCO3)c1	3.7	-1.0	-3.8	-4.0	1.0	5.1	i	-3.4	-6.2
Cc1ccc(C)c(SCC(=O)NC2CCS(=O)(=O)C2)c1 (stereo not given)	-0.4	-0.7	-6.4	-1.9	0.8	-1.3	i	1.5	-4.4
O=C(Nc1ccccc1)c1ccccc1NS(=O)(=O)c1ccc(Cl)s1	-4.5	2.9	-4.3	16.2	-5.2	0.6	i	1.0	1.6
COC(=O)[C@]12C(=O)C(C)=C(O)[C@@]1(C)C(C)=CC1[C@@]34CC[C@@H](OC(C)=O)C(C)(C)C3C(C[C@]12C)OC4=O (stereo not given in full)	3.5	0.2	1.9	-9.7	0.5	-10.6	i	-8.3	-15.0
Cc1ccc(-c2ccc(=O)[nH]n2)cc1	0.6	1.1	-3.9	-5.7	3.2	1.4	i	-2.3	-4.7
Continuation.
SMILES	MT1-MMP act inh	MsrA inhibitor	CSN deneddyl inh	FAS-TE inh	Rin1 Abl inh	E coli Lon inh	Rpn11 block	bovine MsrA act	MLLE-PAM2 inh
CC(C)N(C)C1CCN(C(=O)Nc2ccc(Cl)cc2)CC1	1.0	1.9	3.3	-4.5	1.1	-10.1	i	-1.0	-4.1
CSc1ccccc1C(=O)Nc1ncn[nH]1	-1.7	-0.9	0.8	-2.8	1.3	-0.5	i	-1.4	28.5
COc1ccc(-c2nn(C)c(=O)c3ccccc23)cc1CNC(=O)c1ccco1	2.2	-0.9	3.8	-0.3	0.8	6.2	i	-1.6	10.6
NC(=O)CC[C@H](NC(=O)c1ccc(F)cc1)C(=O)OCC(=O)Nc1c(F)c(F)c(F)c(F)c1F	22.2	-0.1	3.4	-4.4	2.8	-10.9	i	-1.7	-2.2
CCN(CC)S(=O)(=O)c1ccc(S(=O)(=O)N2CCCC2C(=O)O)cc1 (stereo not given)	-2.4	-0.3	7.1	-9.9	-0.3	-4.7	i	-10.4	5.3
COc1ccc(OCCN2CCC(C(=O)NC(C)c3cccc4ccccc34)CC2)cc1 (stereo not given)	6.6	1.0	-3.5	-3.1	-2.8	5.7	i	0.1	10.2
O=C1NC(=O)C2(Br)Nc3ccc(Br)cc3C(=O)C2N1 (stereo not given)	3.2	1.2	4.1	-9.6	0.8	11.1	i	-11.2	-4.8
COCCn1c(Cc2ccccc2)nnc1SCC(=O)Nc1oc(C)c2c(C)n[nH]c(=O)c12	0.3	0.8	0.7	-5.0	4.8	-13.7	i	-0.9	25.2
COc1cc2c(C(=O)Nc3ccccc3F)cn(C)c(=O)c2cc1OC	0.9	0.1	0.9	-3.5	-2.3	-1.2	i	0.6	-9.1
CN=C(Nc1cccnc1)c1cccc(C(F)(F)F)c1	-0.4	-0.6	-3.5	-2.6	-2.6	-3.3	i	0.6	-3.8
Cc1[nH]c2ccccc2c1C(=O)COC(=O)C(C)C	-1.0	-0.5	-0.5	-6.1	-0.8	5.0	i	-3.8	-0.4
COc1cc(C(=O)Nc2cc(S(=O)(=O)N3CCOCC3)ccc2N2CCN(C)CC2)cc(OC)c1OC	0.6	-0.8	-1.8	-4.8	4.2	-7.5	i	-6.4	-95.4
COc1cc(-c2nn3c(COc4ccccc4)nnc3s2)cc(OC)c1OC	5.1	-1.1	2.7	1.6	-6.5	14.7	i	-0.8	22.3
CCCCc1nc2sc3c(c2c(=O)[nH]1)CC(C)(C)OC3	2.5	-1.2	2.5	2.3	-0.1	-0.1	i	-0.3	2.1
COC(=O)/C=C1/SC(=Nc2ccc(C)cc2C)NC1=O	2.1	0.8	8.8	-1.8	2.7	-0.1	i	-3.1	-11.7
O=C(NCC1CCCO1)C1c2ccccc2C(=O)N1Cc1ccc2c(c1)OCO2 (stereo not given)	-4.4	-0.8	-2.4	-4.5	-1.1	-2.1	i	-10.8	1.2
COc1ccc(Cl)cc1NC(=O)C[n+]1ccccc1	1.8	-0.8	0.2	-4.3	-1.2	-4.3	i	0.6	-1.8
COc1ccc(CNC(=O)c2ccc(CS(=O)(=O)c3ccc(Br)cc3)o2)cc1	0.2	0.0	-0.7	4.3	0.9	-0.3	i	2.6	-5.8
COc1ccc(C(=O)Nc2cc3c4c(c2)C(C)C(=O)N4CCC3)c(OC)c1 (stereo not given)	14.1	-1.1	-2.3	0.4	2.1	0.7	i	-6.6	1.3
CCc1ccc(NS(=O)(=O)c2ccc3c(c2)CCN3C(=O)CCC(=O)O)cc1	0.0	-1.1	-2.4	2.4	-0.1	1.5	i	-6.2	-6.2
CCCn1c(=O)c(C(=O)c2ccccc2)nc2ccccc21	-1.1	0.0	1.2	-5.6	-0.2	2.1	i	-12.0	-8.0
O=C(CNCc1ccccc1)NC1C2CC3CC(C2)CC1C3 (stereo not given)	1.1	0.1	1.4	-2.0	2.2	-1.1	i	-0.7	-18.5
Cc1ccc(-c2csc3ncn(CC(=O)N4CCOCC4)c(=O)c23)cc1	2.6	-1.9	3.4	-1.9	-1.2	3.4	i	-3.1	4.9
Cc1ccc(NC2CCCN(C(=O)c3cn4cccc(C)c4n3)C2)cc1C (stereo not given)	0.7	-1.5	-0.3	1.8	-2.0	0.9	i	3.7	2.3
CCOC(=O)c1nn(-c2ccccc2)c(C)c1C(C)=O	-3.1	0.9	2.3	-7.7	1.5	-8.0	i	-2.7	2.3

Part of the list above in order of molar mass, smallest number first.
SMILES	MT1-MMP act inh	MsrA inhibitor	CSN deneddyl inh	FAS-TE inh	Rin1 Abl inh	E coli Lon inh	Rpn11 block	bovine MsrA act	MLLE-PAM2 inh
Cc1[nH]c2ccccc2c1C(=O)COC(=O)C(C)C	-1.0	-0.5	-0.5	-6.1	-0.8	5.0	i	-3.8	-0.4
COc1ccc(Cl)cc1NC(=O)C[n+]1ccccc1	1.8	-0.8	0.2	-4.3	-1.2	-4.3	i	0.6	-1.8
Cc1ccc(NC2CCCN(C(=O)c3cn4cccc(C)c4n3)C2)cc1C (stereo not given)	0.7	-1.5	-0.3	1.8	-2.0	0.9	i	3.7	2.3
COc1ccc(C(=O)Nc2cc3c4c(c2)C(C)C(=O)N4CCC3)c(OC)c1 (stereo not given)	14.1	-1.1	-2.3	0.4	2.1	0.7	i	-6.6	1.3
O=C1NC(=O)C2(Br)Nc3ccc(Br)cc3C(=O)C2N1 (stereo not given)	3.2	1.2	4.1	-9.6	0.8	11.1	i	-11.2	-4.8
CCc1ccc(NS(=O)(=O)c2ccc3c(c2)CCN3C(=O)CCC(=O)O)cc1	0.0	-1.1	-2.4	2.4	-0.1	1.5	i	-6.2	-6.2
NC(=O)CC[C@H](NC(=O)c1ccc(F)cc1)C(=O)OCC(=O)Nc1c(F)c(F)c(F)c(F)c1F	22.2	-0.1	3.4	-4.4	2.8	-10.9	i	-1.7	-2.2

New compounds follow
SMILES	MT1-MMP act inh	MsrA inhibitor	CSN deneddyl inh	FAS-TE inh	Rin1 Abl inh	E coli Lon inh	Rpn11 block	bovine MsrA act	MLLE-PAM2 inh
CC1=CS(=O)(=O)CC1Sc1nc(C)n[nH]1 (stereo not given)	-2.0	-0.3	-1.7	-12.2	-0.3	1.8	i	-10.0	-10.1
CC(C)(C)c1ccc(C2CC2C(=O)N/N=C\c2cc3ccccc3nc2Cl)cc1 (stereo not given)	2.4	1.1	3.0	16.0	3.3	4.7	i	-0.1	-22.3
Nc1cc(-c2nc3ncccc3o2)ccc1Cl	5.8	1.3	1.9	-6.5	2.4	-5.0	i	-5.3	-14.5
CC(C)C(=O)Nc1nnc(S(=O)(=O)N2c3ccccc3CC2C)s1 (stereo not given)	-1.6	1.5	-2.0	-3.2	-1.6	-9.5	i	-1.2	-0.3
O=C(CSc1ccc2nnc(-c3cccs3)n2n1)N1CCOCC1	-0.6	0.1	1.4	-10.9	-10.2	-3.1	i	-0.8	9.8
Cc1ccc(S(=O)(=O)N2CCN(C(=O)COC(=O)CNC(=O)c3ccc(Cl)cc3Cl)CC2)c(C)c1	6.3	1.6	-1.0	0.7	-2.0	4.6	i	-9.5	-120.6
